Screening data as filed in PubChem.
IL1B secr inh = inhibitors of inflammasome signaling (IL-1 beta secretion) | activity change, % at 57.5 µM | THP-1 LPS/ATP IL-1B secretion, AlphaLISA, 16 h; hits give low values | 4.7% of 360,000 active; in the data active = activity change below about -50%; inconclusive = mostly about -30% to -49%; also: % is scaled to controls: 0 for no effect and ±100 for the full control effect
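THP-1 cells pretreated 1 hr with compounds (up to 57.5 uM final), then stimulated with LPS (250 ng/mL final) plus ATP (1.25 mM final); secreted IL-1B measured by AlphaLISA after 16 hr, decreased signal indicating inhibition.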
MCF10A rerep = inducers of DNA re-replication in MCF 10A breast cells; MCF 10A DNA re-replication, Hoechst nuclear intensity, 48 h; Potency, µM (series often up to 46.1 µM), without a hit: at the highest dose activity, positive = re-replication, most hits filed as activators; 2.9% of 350,000 active; also: potency is read from the fitted curve at half-maximal effect; % of control where 0% means no effect; nearly all actives have a fitted effect of over 50% in size
KB-3-1 cytotox = kills parental KB-3-1 adenocarcinoma cells; AID 1347075; Potency, µM (highest dose often 46.1 µM), for the others: top-dose activity change, negative = cytotoxic, actives largely listed as cytotoxic; 1.4% of 400,000 active; KB-3-1 viability, CellTiter-Glo ATP luminescence, 72 h; also: potency is read from the fitted curve at half-maximal effect; % is scaled to controls: 0 for no effect and ±100 for the full control effect; nearly all actives have a fitted effect of over 60% in size
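Cytotoxicity in the drug-sensitive parental line KB-3-1 was scored as loss of CellTiter-Glo luminescence following 72 h incubation with compound. Values come from curve fitting of normalized concentration-response data.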
SW480 rerep = DNA re-replication induction in SW480 cells; 1.8% of 340,000 active; Potency, µM (doses to about 46.1 µM), for the others: top-dose re-replication activation, actives largely listed as activators; AID 624297; SW480 DNA re-replication, Hoechst DNA content imaging, 48 h; also: potency is read from the fitted curve at half-maximal effect; % of control where 0% means no effect; nearly all actives have a fitted effect of over 55% in size
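Cells (250 per well) received 23 nL compound or DMSO by pin tool and were kept 48 hr at 37 C, 5% CO2. Nuclei were then stained with Hoechst for 40 min and scanned for DNA content.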
HT1080 IDH1KD tx = kills HT-1080 cells with IDH1 knockdown | AID 686971 | Potency, µM (highest dose often 46.1 µM), without a hit: top-dose activity, negative = toxicity, usual class: cytotoxic | 2% of 360,000 active | HT-1080 IDH1 knockdown viability, ATP luminescence, 48 h;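 also: potency is read from the fitted curve at half-maximal effect; 0% = DMSO wells and -100% = cell-free medium wells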
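CellTiter-Glo luminescence after 48 h compound exposure at 37 degrees C of IDH1-knockdown HT-1080 cells in 5% FBS RPMI. %Activity scaled between DMSO wells and cell-free media wells, with curves fitted and assigned curve classes.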
HEK293 tox = cytotoxicity counter-screen for GLP-1 receptor inverse agonists; HEK293 cAMP-luciferase reporter cells, luminescence, 24 h; Potency, µM (top dose mostly 38.3 µM), for inactives: top-dose activity change, negative = inhibition, most hits filed as inhibitors; 0.13% of 410,000 active;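 also: loss of luciferase light is scored as toxicity; potency is read from the fitted curve at half-maximal effect; % is scaled to controls: 0 for no effect and ±100 for the full control effect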
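Cells in DMEM/10% Nu serum/1% pen-strep, 1536-well format. Pre-incubated 12 h, dosed with 23 nL compound, incubated a further 24 h. Luciferase detection, 12 min at room temp, luminescence.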
HT1080-NT tox = kills 2HG-producing HT-1080-NT fibrosarcoma cells; AID 686970; Potency, µM (doses to about 46.1 µM), inactives show at the top dose activity, negative = less viability, usual class: cytotoxic; HT-1080-NT fibrosarcoma viability, CellTiter-Glo ATP luminescence, 48 h; 1.6% of 360,000 active;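 also: NT is the 2HG producing partner of a matched IDH1 knockdown line; potency is read from the fitted curve at half-maximal effect; 0% = DMSO-treated cells and -100% = media-only wells without cells; nearly all actives have a fitted effect of over 55% in size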
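Fibrosarcoma NT cells, 750 per well in 5% FBS RPMI, were exposed to compound for 48 hours. Viability: CellTiter-Glo luminescence.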
DRD3 agonist = agonists of human D3 dopamine receptor | P35462 | D3R DiscoveRx beta-arrestin cells, luminescence, 90 min | max activation, % | 0.58% of 410,000 active | AID 652048; in the data active = max activation above about 30%; also: 0% is about no effect; mostly tested at two doses, the higher about 12 µM
Target sequence (P35462 whole entry, looked up): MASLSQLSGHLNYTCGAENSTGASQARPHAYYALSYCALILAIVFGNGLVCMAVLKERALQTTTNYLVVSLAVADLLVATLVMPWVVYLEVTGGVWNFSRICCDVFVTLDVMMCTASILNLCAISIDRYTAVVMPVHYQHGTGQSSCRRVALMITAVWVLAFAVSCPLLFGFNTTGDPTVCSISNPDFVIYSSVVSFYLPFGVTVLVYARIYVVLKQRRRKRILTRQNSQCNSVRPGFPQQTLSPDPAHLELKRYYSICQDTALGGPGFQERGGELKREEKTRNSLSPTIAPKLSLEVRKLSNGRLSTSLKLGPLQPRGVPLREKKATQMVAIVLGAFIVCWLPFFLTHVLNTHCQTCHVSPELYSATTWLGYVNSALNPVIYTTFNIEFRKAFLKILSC
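Cells at 1500/well, incubated overnight, then treated with pinned compounds (dopamine as control) for 90 min at 37 degrees C. DiscoveRx reagent added for 30 - 60 minutes at room temperature; luminescence read.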
KB-V1 MDR tox = KB-V1 MDR subline cytotoxicity; KB-V1 MDR cells viability, CellTiter-Glo, 72 h; Potency, µM (top dose mostly 46.1 µM), without a hit: at the top dose activity change, negative = cytotoxicity, hits mostly cytotoxic; 3.4% of 400,000 active; also: potency is read from the fitted curve at half-maximal effect; % is scaled to controls: 0 for no effect and ±100 for the full control effect; nearly all actives have a fitted effect of over 60% in size
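Potencies derive from concentration-effect curves fitted to normalized luminescence (CellTiter-Glo) of KB-V1 cells treated for 72 h at 37 degrees C in phenol-red-free DMEM containing 10% FBS.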
* = called active by the depositor; ? = inconclusive; . = no result given; & = joins results of further samples; [ ] = another dose, or the depositor's remark. Unless noted, calls follow the shape of the dose curve; as a rule, active = well fitted curve in the direction sought with a large enough effect; inconclusive = small, poorly fitted or top-dose-only effect, or another doubt; inactive = no such curve, though single readings can be large; an effect the other way counts as inactive or inconclusive.

SMILES	IL1B secr inh	MCF10A rerep	KB-3-1 cytotox	SW480 rerep	HT1080 IDH1KD tx	HEK293 tox	HT1080-NT tox	DRD3 agonist	KB-V1 MDR tox
O=C(NCc1ccc2c(c1)OCO2)C1CCC(CNc2c(N3CCCC3)c(=O)c2=O)CC1 (stereo not drawn)	20	-5%	2%	-11%	3%	2%	1%	-1	0%
Cc1ccc(S(=O)(=O)CCc2nnc(NC(=O)c3ccccn3)s2)cc1	0	-17%	-11%	-3%	-1%	1%	-8%	-14	-38%
COc1ccc(Cl)cc1C(=O)OCC(=O)c1c(N)n(C)c(=O)n(C)c1=O	-4	.	15%	.	2%	-13%	2%	3	2%
Cc1ccc(OCCOC(=O)c2cccc(S(=O)(=O)N3CC(C)OC(C)C3)c2)cc1 (stereo not drawn)	-29	2%	-13%	-11%	-17%	7%	-9%	1	0%
CCOC(=O)c1cn(Cc2ccc(Cl)cc2Cl)c2cc(C)nn2c1=O	9	3%	13%	-6%[9.22 µM]	-8%	4%	-5%	5	?
CC(C)c1ccc(C2c3[nH]c4ccccc4c3C[C@H]3C(=O)N(c4ccccc4C(=O)N4CCC(C(=O)O)CC4)C(=O)N23)cc1 (stereo partly drawn)	36	-14%	0%	19%	-12%	3%	-15%	-3	15%
COc1cccc(OC)c1C(=O)NC(=S)NCc1ccccc1	24	3%	13%	14%	15%	14%	-2%	2	1%
COC(=O)C1C(=O)C2=C(CC1C)NC(=O)CC2c1ccc(F)cc1 (stereo not drawn)	-2	-13%	-4%	-5%	7%	-2%	5%	3	0%
c1csc(CSc2nc3ccccc3s2)c1	2	-10%	2%	-3%	0%	10%	5%	-5	4%
COc1ccc(C(C(=O)NC2CCCCC2)N(Cc2ccco2)C(=O)CNC(=O)c2ccco2)cc1 (stereo not drawn)	-5	18%	6%	-3%	-6%	-13%	-20%	9	-11%
O=C(Nc1ccc(O)cc1)/C(=C\C=C\c1ccccc1)NC(=O)c1ccccc1	-5	1%	-10%	23%	-1%	-14%	0%	5	?
CCOc1ncccc1C(=O)OCC(=O)N1CCC(C)CC1	3	1%	-2%	-1%	-5%	1%	-2%	3	?
CCc1nn2c(=O)cc(COC(=O)COc3ccc(OC)cc3)nc2s1	.	.	5%	.	.	0%	.	-6	?
COc1ccccc1N1C(=O)N(CC(=O)C(C)(C)C)c2ccccc2S1(=O)=O	6	29%	3%&8%	-9%	6%	6%&4%	16%	3&5	-2%&16%
Clc1cc(NCc2ccccc2)ncn1	-15	?	-11%	-2%	0%	6%	20%	-23	-12%
CN(CC(=O)Nc1c(Cl)cccc1Cl)C(=O)c1cccc(S(=O)(=O)NCc2ccccc2)c1	13	10%	-10%	0%	2%	-21%	4%	10	3%
CC1CCCN(CCOCCOc2ccc(Cl)cc2Br)C1 (stereo not drawn)	?	23%	?	?	11µM*	?	22µM*	-53	16µM*
Cc1ccc(OCCCCn2cnc3ccccc32)cc1	-19	8%	-27%&-13%	-13%	-9%	-4%&1%	6%	3&8	-9%&13%
COc1ccc(OC)c(NC(=O)CN(c2ccc(C(C)C)cc2)S(=O)(=O)c2c(C)noc2C)c1	10	12%	?	2%	?	-17%	?	3	-13%
COc1cccc(Nc2cc(C)nc3ccccc23)c1	9	1%	-12%	6%	-15%	?	-14%	-2	?
Cc1ccc(S(=O)(=O)NCc2cccnc2)cc1C(=O)N1CCCC1	16	-1%	-4%	?	0%	-7%	17%	19	5%
N#Cc1cccnc1Nc1cccc(Cl)c1	-2	-1%	11%	1%	6%	22%[1.53 µM]	17%	6	-2%
COc1ccc(CCNC(=O)CSc2ccc(NC(C)=O)cc2)cc1OC	9	-17%	5%	-13%	1%	-3%	4%	8	20%
Cc1ccc(C(=O)Nc2cc(-c3nc4ncccc4o3)ccc2C)c(C)c1	.	.	0%	.	.	-8%	.	7	8%

A different layout for some results above.
COc1ccccc1N1C(=O)N(CC(=O)C(C)(C)C)c2ccccc2S1(=O)=O
  IL1B secr inh = 6; MCF10A rerep = 29%; KB-3-1 cytotox = 3%&8%; SW480 rerep = -9%; HT1080 IDH1KD tx = 6%; HEK293 tox = 6%&4%; HT1080-NT tox = 16%; DRD3 agonist = 3&5; KB-V1 MDR tox = -2%&16%

CCc1nn2c(=O)cc(COC(=O)COc3ccc(OC)cc3)nc2s1
  IL1B secr inh = .; MCF10A rerep = .; KB-3-1 cytotox = 5%; SW480 rerep = .; HT1080 IDH1KD tx = .; HEK293 tox = 0%; HT1080-NT tox = .; DRD3 agonist = -6; KB-V1 MDR tox = ?

COc1cccc(Nc2cc(C)nc3ccccc23)c1
  IL1B secr inh = 9; MCF10A rerep = 1%; KB-3-1 cytotox = -12%; SW480 rerep = 6%; HT1080 IDH1KD tx = -15%; HEK293 tox = ?; HT1080-NT tox = -14%; DRD3 agonist = -2; KB-V1 MDR tox = ?

Next structures.
SMILES	IL1B secr inh	MCF10A rerep	KB-3-1 cytotox	SW480 rerep	HT1080 IDH1KD tx	HEK293 tox	HT1080-NT tox	DRD3 agonist	KB-V1 MDR tox
COc1ccc(N2CCN(C(=O)CSc3ncnc4c3cnn4-c3ccc(OC)cc3)CC2)cc1	-14	?	-3%	-5%[9.22 µM]	3%	0%	0%	0	-14%
COc1ccc(-n2c(SCC(=O)Nc3ccc([N+](=O)[O-])cc3OC)nc3ccccc32)cc1	28	-2%	-20%	-1%	0%	-9%	-2%	-17	0%
C/C=C1\NC(=O)[C@H](C)NC(=O)[C@@H](NC(=O)[C@H](Cc2ccc(O)cc2)NC(=O)[C@@H](NC(=O)/C(C)=C/C)C(C)C)[C@@H](C)OC(=O)[C@H](CC(C)C)NC(=O)[C@@H](CCC(=O)O)NC1=O	29	.	0%	.	12%	2%	24%	7	10%
COc1ccc2[nH]c3c(c2c1)CCN1C(=O)C(CC(=O)NCCc2ccccn2)C[C@H](C(=O)N2CCCCC2)[C@@]31CCc1ccccc1 (stereo partly drawn)	11	23%	0%	?	1%	-12%	2%	-9	-5%
CCCCNC(=O)[C@@H](c1ccccc1)N1Cc2ccccc2C1=O	.	.	-1%	.	.	5%	.	2	-13%
COc1cccc(C(=O)NC(=O)Nc2ccc(-n3nc(C(F)(F)F)cc3C(F)(F)F)cc2)c1	.	.	4%	.	.	3%	.	-3	0%
COC(=O)c1cccc(C(=O)N2CCCC(Nc3ccc(C)c(C)c3)C2)c1 (stereo not drawn)	-2	8%	3%	-4%	-7%	-8%	-3%	1	3%
COc1ccc(-c2[nH]ncc2CN2CCN(Cc3cccs3)CC2)cc1F	-16	-2%	-15%	4%	-1%	-3%	1%	-17	-8%
COc1ccc(CC(=O)Nc2cccc(C(=O)O)c2C)cc1	13	0%	-1%	0%	0%	-9%	-2%	4	6%
COc1nc(NCCO)nc(Nc2ccccc2F)n1	15	-4%	-5%	0%	1%	21%	5%	-4	-3%
CCN1CCN(c2nc3sc4c(c3c3ncnn23)CC(C)CC4)CC1 (stereo not drawn)	-18	?	-3%	0%	-27%	-27%	?	-15	10%
CCOc1ccccc1Oc1c(C)oc2c(CN3CCN(CCO)CC3)c(O)ccc2c1=O	5	2%	3%	115%	-3%	68%	-1%	5	2%
COc1ccc(CN(C)CC2CCCN(CCc3ccc(F)cc3)C2)c(OC)c1OC (stereo not drawn)	.	?	-1%	?	-22%	-18%	-17%	-15	-2%
CN1CCN(CCCNC(=O)c2ccc3c(c2)N(Cc2ccccc2)CCS3)CC1	-27	22%	-19%	-1%	-4%	0%	-16%	-2	15%
COc1ccccc1NC(=O)CCSc1ccc(C)cc1	30	?	6%	-2%	0%	12%	1%	8	2%
COc1ccc(-c2[nH]ncc2C=O)cc1OC	27	0%	7%	3%	7%	0%	22%	4	4%
CCOC(=O)CSc1cc(CS(C)(=O)=O)nc(-c2ccccn2)n1	16	7%	4%	5%	3%	-13%	4%	9	?
Cc1ccc(Nc2nc(Nc3ccc(C)cc3)nc(SC3=NCCS3)n2)cc1	-7	?	-13%	?	?	?	10µM*	-11	-18%
CN(O)/C=C1\C(=O)Nc2ccccc21	18	-14%	4%	11%	-12%	-2%	-6%	-1	?
CCCCn1c(N)c(N(CCC(C)C)C(=O)c2cccc(N3C(=O)c4ccccc4C3=O)c2)c(=O)[nH]c1=O	10	2%	?	0%	-3%	12%	3%	-3	?
Cc1cc(Cl)ccc1OCc1n[nH]c(=S)n1C1CCCCC1	20	26µM*	-6%	-1%	-18%	3%	-14%	-3	-13%
O=C(COC(=O)c1sc2ccccc2c1Cl)Nc1ncc(Cl)cc1Cl	45	17%	-4%	?	-3%	0%	-17%	5	-3%
CC(C)=C1C2CCC1C1C(=O)N(CCc3ccccc3)C(=O)C21 (stereo not drawn)	-13	22%	-13%	-118%[inhibitor]	20%	-10%	10%	-2	10µM*
COc1ccc(NC(=O)c2ccc(-c3nc(CSc4ccccc4)c(C)o3)cc2)c(OC)c1	.	.	3%	.	.	8%	.	3	0%
Cc1cc(C)n(CC(O)COc2ccc(Cl)cc2Cl)n1 (stereo not drawn)	-52*	2%	?	24%	13%	1%	11%	4	10µM*
COc1ccc(C2NC(=O)CS2)cc1OC (stereo not drawn)	4	5%	-1%	-4%	4%	14%	8%	-1	11%
Cc1cc(NC(=O)Cn2nc(C(F)(F)F)c3c2CCC3)n(-c2ccccc2)n1	-1	8%	-1%	0%	-5%	11%	-4%	6	?
O=C(C1CCCN(S(=O)(=O)c2ccccc2)C1)N1CCCc2ccccc21 (stereo not drawn)	23	?	-9%	14%	-18%	13%	2%	0	-29%
Cc1ccc(CCNC(=O)CCNS(=O)(=O)c2ccc3c(c2)oc(=O)n3C)cc1	28	-20%	-1%	-4%	7%	-12%	5%	-10	7%
O=S(=O)(NCC1CCCO1)c1ccccc1F (stereo not drawn)	13	-7%	-2%	-7%	11%	6%	12%	6	5%
CCCN(CCC)C(=O)c1ccc2c(=O)n(Cc3ccco3)c(=S)[nH]c2c1	-11	?	1%	-107%[inhibitor]	3%	3%	-2%	0	?
